4MU fluor: qHTS Assay for Spectroscopic Profiling in 4-MU Spectral Region. compound autofluorescence, 340/450 nm, 4-MU equivalents; hits give high values. max dye-equivalent concentration, M. 59,000 tested, 11% active. AID 589, 2007; in the data active = max dye-equivalent concentration above about 10 nM; inconclusive = mostly about 1.1 nM to 9.6 nM
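Intrinsic fluorescence at 340/450 nm (ex/em) was read after 15 min at room temperature in pH 8.0, 100 mM Tris. Each compound concentration expressed as 4-MU-equivalent concentration from a six-point 4-MU standard series on each plate.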
Pol III holo inh: qHTS Assay for Inhibitors of DNA Polymerase III Holoenzyme System. reconstituted DNA polymerase III holoenzyme replication, biochemical. Potency, µM (titrated, usually from 57.1 µM), without a hit: top-dose activity change, negative = inhibition. 71,000 tested, 0.25% active. AID 603, 2007; also: potency is read from the fitted curve at half-maximal effect; % is scaled to controls: 0 for no effect and ±100 for the full control effect
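Reconstituted *E. coli* holoenzyme (0.35 nM Pol III, 1 nM beta, 154 nM SSB, 2 nM primase) was preincubated with compound for 15 min at RT. Synthesis on 1.4 nM ssM13Gori ran 35 min, then was stopped with PicoGreen/EDTA and read as dsDNA fluorescence.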
HBB splice mod: qHTS Assay for Modulators of Hemoglobin Beta Chain Splicing; HBB splicing reporter cell assay, activation; EGFP reporter with mutant IVS2-654 intron; response scale: normalised to 500 nM splice-correcting PNA; Potency, µM (titrated, usually from 46.1 µM), for inactives: at the top dose activation, actives largely listed as activators; 65,000 tested, 0.06% active; also: potency is read from the fitted curve at half-maximal effect; 0% is about no effect
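HeLa cells stably expressing EGFP interrupted by mutant beta-globin intron 2 (IVS2-654), 500/well in 2% FCS. Treated with compound for 2 days at 37C. Splicing correction scored as total well GFP intensity (488 nm excitation, 500-520 nm emission); 500 nM antisense PNA served as control.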
Hsp90 Hop PPI: qHTS Assay for Disrupters of an Hsp90 Co-Chaperone Interaction; Hsp90 C-terminal peptide / TPR2A (Hop) interaction, human; AlphaScreen TPR2A-His6 binding biotin-Hsp90 C-terminal peptide; Potency, µM (doses to about 57 µM), inactives show at the top dose activity change, negative = inhibition; 71,000 tested, 0.44% active; active = well fitted curve in either direction with a large enough effect; inconclusive = small, poorly fitted or top-dose-only effect, or another doubt; also: potency is read from the fitted curve at half-maximal effect; % is scaled to controls: 0 for no effect and ±100 for the full control effect; many of its hits are not listed in these tables
A350 fluor: qHTS Assay for Spectroscopic Profiling in A350 Spectral Region; 59,000 tested, 11% active; Compound autofluorescence, 340/450 nm, Alexa 350 dye-equivalents; hits give high values; max dye-equivalent concentration, M; in the data active = max dye-equivalent concentration above about 10 nM; inconclusive = mostly about 1.1 nM to 9.6 nM
UbGFP stabilizer: Ubiquitin-GFP Assay. Potency, µM (top dose mostly 45.9 µM), for the others: at the top dose activation (GFP accumulation), usual class: activators. 67,000 tested, under 10 active. Ubiquitin-GFP reporter cells, proteasome inhibition, GFP fluorescence; response scale: untreated = 0%, 10 µM MG-132 = 100%; active = well fitted activation curve with a large enough effect, not every such curve was filed as active; inconclusive = small, poorly fitted or top-dose-only effect, or another doubt; inactive = no such curve, though single readings can be large or run the other way; also: potency is read from the fitted curve at half-maximal effect
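Proteasome block read as GFP accumulation: ubiquitin(G76V)-GFP U2OS cells exposed to compound (2.9 nM–46 uM) for 4 hr at 37 C. Normalization used untreated cells as 0% and 10 uM MG-132 as 100%; concentration-response curves fitted.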
BRCT inh red: qHTS Assay for Inhibitors of BRCT-Phosphoprotein Interaction (Red Fluorophore); 75,000 tested, 0.03% active; BRCT-phosphopeptide binding, red fluorescence polarization; AID 892, 2007; Potency, µM (doses to about 76.9 µM), without a hit: at the top dose activity change, negative = inhibition, hits mostly inhibitors; also: % is scaled to controls: 0 for no effect and ±100 for the full control effect
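Fluorescence polarization: 100 nM His-tagged BRCA1 BRCT with 100 nM TAMRA-labelled phospho-BACH1 decapeptide, phosphate buffer pH 7.3 with 150 mM NaCl, DTT, 0.01% Tween 20; 12 min RT. Binding inhibition seen as FP decrease.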
GFP derepression: qHTS Assay for Epigenetic Modulators; mouse C127i GFP locus derepression, cytometry, 30 h; Potency, µM (titrated, usually from 46.1 µM), without a hit: top-dose GFP derepression (activation); 68,000 tested, 0.09% active; AID 597, 2007; also: % of control where 0% means no effect
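Derepression screen: silenced CMV-GFP reporter in murine C127i cells, 30 h compound incubation at 37 C, washed cells imaged by laser-scanning cytometer to enumerate GFP-expressing objects of 20 to 120 um.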
15-hLO inh: qHTS Assay for Inhibitors of 15-hLO (15-human lipoxygenase); Polyunsaturated fatty acid lipoxygenase ALOX15 (Homo sapiens), P16050; 74,000 tested, 1.4% active; AID 887, 2007; purified 15hLO-1, xylenol orange hydroperoxide absorbance; Potency, µM (top dose mostly 57.1 µM), for the others: at the top dose activity change, negative = inhibition, actives largely listed as inhibitors; also: potency is read from the fitted curve at half-maximal effect; % is scaled to controls: 0 for no effect and ±100 for the full control effect; nearly all actives have a fitted effect of over 55% in size
Target sequence (P16050 whole entry, looked up): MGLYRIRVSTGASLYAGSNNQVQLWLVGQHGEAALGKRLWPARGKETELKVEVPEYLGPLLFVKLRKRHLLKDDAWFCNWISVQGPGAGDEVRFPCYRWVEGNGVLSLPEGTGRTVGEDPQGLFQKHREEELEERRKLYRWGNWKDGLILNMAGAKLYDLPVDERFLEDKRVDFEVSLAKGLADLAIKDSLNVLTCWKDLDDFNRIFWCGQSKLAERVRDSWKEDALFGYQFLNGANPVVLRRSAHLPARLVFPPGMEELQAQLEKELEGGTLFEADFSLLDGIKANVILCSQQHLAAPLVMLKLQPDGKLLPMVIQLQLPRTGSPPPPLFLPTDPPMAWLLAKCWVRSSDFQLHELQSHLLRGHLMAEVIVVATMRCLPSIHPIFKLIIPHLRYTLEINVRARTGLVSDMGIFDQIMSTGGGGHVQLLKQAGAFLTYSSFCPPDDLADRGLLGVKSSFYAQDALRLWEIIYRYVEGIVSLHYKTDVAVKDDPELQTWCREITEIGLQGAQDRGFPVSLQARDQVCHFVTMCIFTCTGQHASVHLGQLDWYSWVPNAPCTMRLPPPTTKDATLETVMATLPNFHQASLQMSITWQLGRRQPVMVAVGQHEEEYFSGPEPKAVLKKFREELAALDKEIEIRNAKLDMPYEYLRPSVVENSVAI
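Compounds were preincubated 15 min at room temperature with 40 nM purified human enzyme (25 mM Hepes pH 7.5, 0.01% Triton X-100); 50 uM arachidonic acid reacted 6 min. Fe-xylenol orange detection, 30 min, absorbance ratio 573/405 nm.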
CRE Fsk mod: Cell signaling CRE-BLA (Fsk stim); 71,000 tested, 2.5% active; CHO CRE-bla reporter (cAMP response element driving beta-lactamase), forskolin EC10, beta-lactamase ratio; Potency, µM (titrated, usually from 38.2 µM), for inactives: top-dose activity change, negative = inhibition, usual class: activators; active = well fitted activation curve with a large enough effect in the signal ratio, with a control signal flat, not every such curve was filed as active; inconclusive = small, poorly fitted or top-dose-only effect, or effect the other way, or a change in a side signal; the % refers to the signal ratio; also: potency is read from the fitted curve at half-maximal effect; % of control where 0% means no effect
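The 460nm/530nm emission ratio after CCF4 loading defined %Activity, from which AC50 values were obtained. CRE-bla CHO cells received compound dilution series together with an EC10 level of NKH 477 for 3 hours at 37 degrees Celsius.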
BRCT inh green: qHTS Assay for Inhibitors of BRCT-Phosphoprotein Interaction (Green Fluorophore); Breast cancer type 1 susceptibility protein (Homo sapiens), P38398; BRCA1 BRCT-phosphopeptide binding, green fluorescence polarization; Potency, µM (doses to about 76.9 µM), inactives show at the top dose activity change, negative = inhibition, actives largely listed as inhibitors; 75,000 tested, 0.05% active; AID 875, 2007;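 also: potency is read from the fitted curve at half-maximal effect; plate controls were peptide without protein for full effect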
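Compounds were incubated for 12 min at room temperature with a complex of 100 nM fluorescein-tagged pBACH1 decapeptide and 250 nM His-tagged BRCT protein. Buffer was phosphate pH 7.3 with EDTA, DTT and Tween 20. Disruption of binding lowers the polarization signal.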
* hit, by the source's call; i = inactive; ? = inconclusive; · = no result given; & = joins results of further samples; [ ] = dose if it differs, or a comment. Unless noted, calls follow the shape of the dose curve; as a rule, active = well fitted curve in the direction sought with a large enough effect; inconclusive = small, poorly fitted or top-dose-only effect, or another doubt; inactive = no such curve, though single readings can be large; an effect the other way counts as inactive or inconclusive.

SMILES	4MU fluor	Pol III holo inh	HBB splice mod	Hsp90 Hop PPI	A350 fluor	UbGFP stabilizer	BRCT inh red	GFP derepression	15-hLO inh	CRE Fsk mod	BRCT inh green
CC(=O)CC1(O)C(=O)N(CN2CCN(c3ccccc3)CC2)c2ccccc21 (configuration not stated)	·	-4%[11.4 µM]	-1.9%[0.0738 µM]	-6%[11 µM]	·	0%[9.17 µM]	-1.4%	0%	8%[11.4 µM]	?	-0.5%
O=C(NC1CCCCCC1)C1c2ccccc2C(=O)N1Cc1ccco1 (configuration not stated)	i	-1%	-0.7%	-4%	i	-3%	0.7%	-2%	3%	-12%	-1.8%
O=C1C(O)=C(O)C(=O)C(O)=C1O	?	-24%[25.6 µM]	-0.5%[20.6 µM]	-6%[26 µM]	?	6%[20.5 µM]	-1.0%	-1%[20.6 µM]	?	10%[17.1 µM]	-3.2%[3.08 µM]
O=C(c1cccc(F)c1)N1CCC2(CC1)CN(c1ccc(-c3ccccc3)cc1)C2	i	-3%	-1.4%	-3%	i	-11%	-0.5%	9%[9.22 µM]	-9%	-1%	-1.1%
COc1nc(Nc2ccc(-c3nc4ccccc4o3)cc2)nc(N2CCOCC2)n1	2.3e-07M*	7%	0.4%	-3%	2.3e-07M*	-10%	0.3%	0%	-3%	?	-0.6%
Cn1c(=O)c2c(nc(NCCO)n2C)n(C)c1=O	i	0%	-0.2%	-6%	i	-7%	-0.4%	-10%	6%	0%	-0.1%
NCCCCCCCCCCN	i	-4%	0.0%	-8%	i	-8%	-2.0%	1%	5%	?	-2.3%
Cn1c(=O)c(=O)n(C)c2cc(S(=O)(=O)N3CCc4ccccc43)ccc21	i	1%	-2.2%	-2%	i	7%	-0.5%	4%	-2%	?	0.0%
COCCn1c(=O)c(-c2cccs2)nc2cncnc21	7.4e-08M*	-16%	1.2%	-3%	8.9e-08M*	8%	-1.2%	2%[9.22 µM]	-11%	13µM*	-2.4%
Cc1ccc(/C=N/c2sc3c(c2C#N)CCCCC3)o1	i	?	0.7%[57.5 µM]	-4%	i	-3%	-2.5%	-1%	25µM*	-6%	-5.0%
O=C(O)CSCCCC(=O)Nc1ccc(Br)cc1	i	-2%	·	-3%	i	1%	0.3%	-2%	2%	0%	-0.8%
CCC1Oc2ccccc2N(CC(=O)NCCCN2CCOCC2)C1=O (configuration not stated)	·	-3%	-0.2%	-2%	·	4%	0.2%	-2%	2%	-9%	0.1%
COC(=O)Cc1cc(=O)n(-c2nc3ccccc3[nH]2)[nH]1	i	-2%	0.5%	7.9µM*	i	0%	-1.5%	2%	37%[activator]	?	0.4%
c1ccc(-c2noc(C34CC5CC(CC(C5)C3)C4)n2)nc1	i	0%	-0.6%	0%	i	-6%	0.3%	2%	-2%	6%	-1.6%
N#Cc1cc2c(nc1SCc1cccnc1)CCC2	?	-4%	3.9%[57.5 µM]	4%	1e-08M*	-5%	1.0%	0%	0%	?	1.0%
COc1cccc(Cn2c(=O)c(C)nc3cnc(N4CCOCC4)nc32)c1	?	-6%	1.4%	-2%	1.2e-08M*	2%	-1.9%	-3%[9.22 µM]	-5%	3.2µM*	1.6%
S=C([S-])NCCNC(=S)[S-].[Zn+2]	·	0.4µM*	2.5%	16µM*	·	·	-26%	·	13µM*	-21%	0.3%
CC(C)C(=O)Nc1ccc(NC(=O)c2ccco2)cn1	i	-2%	·	-3%	i	10%	0.1%	0%	-10%	0%	-3.1%
CCN(CC)C(=O)CSc1nnc([C@H](CCSC)NC(=O)OC(C)(C)C)o1	i	2%	2.2%[57.5 µM]	-2%	i	-2%	0.5%	-2%	0%	7%	1.0%
O=C(O)[C@@H](Br)[C@@H](Br)c1ccccc1[N+](=O)[O-]	i	-8%[11.4 µM]	0.5%[9.22 µM]	-2%[11 µM]	i	6%[9.17 µM]	0.5%[15.4 µM]	2%[9.22 µM]	-14%[11.4 µM]	-7%[7.6 µM]	-0.7%[15.4 µM]
CSCCC(=O)Nc1ccc(C(C)=O)cc1	·	-7%	0.7%	-4%	·	4%	-0.8%	2%	-10%	3%	-1.2%
CC[N+](CC)(CC)CC(=O)Nc1c(C)cccc1C	i	-2%&-8%	0.6%&-0.7%	5%&-6%	i	3%&6%	0.2%&-0.7%	-1%&0%	?	?	-0.4%&-2.3%
Cc1[nH]n2c(=O)cc(C(C)C)nc2c1-c1ccccc1	?	-11%	2.6%	?	?	-10%	0.6%	0%	29%	?	-3.8%
CCOC(=O)Cc1csc(NC(=O)CCc2ccc(S(=O)(=O)N3CCOCC3)cc2)n1	i	1%	-1.9%	-2%	?	-1%	-2.3%	0%	7%	-9%	0.1%
COc1ccc(C(=O)Nc2ccc(S(=O)(=O)Nc3onc(C)c3C)cc2)cc1	i	1%	·	-6%	i	3%	0.5%	1%	0%	-10%	0.1%
COc1ccc(OC)c(C2N(c3ccc(Cl)cc3)C(=O)C3CCCN32)c1 (configuration not stated)	i	-6%	0.0%	-3%	i	-1%	-0.1%	2%	-2%	-4%	0.0%
COc1cccc(-n2c(SCC(=O)Nc3cc(C)on3)nc3ccccc3c2=O)c1	6.5e-07M*	-6%	0.1%[57.5 µM]	-1%	7.7e-07M*	0%	1.1%	0%	-6%	?	-2.4%
CC(C)(C)NC(=O)[C@@H]1C[C@@H]2CCCC[C@@H]2CN1C[C@@H](O)[C@H](Cc1ccccc1)NC(=O)[C@H](CC(N)=O)NC(=O)c1ccc2ccccc2n1	·	6%	-1.3%	-2%	·	·	-1.0%	·	-23%	?	0.6%
COc1ccc(C2C(C(C)=O)=C(C)Nc3ncnn32)cc1OC (configuration not stated)	i	-1%	-1.1%	-4%	i	-2%	-1.5%	0%	4%	0%	0.1%
CCOC(=O)C1C(=O)NC(N2CCN(CC)CC2)=NC1c1ccccc1 (configuration not stated)	i	-6%	2.1%[57.5 µM]	-3%	i	1%	-1.1%	6%	10%	8%	-2.0%
CS(=O)(=O)N(CCc1ccccc1)CC(N)=O	i	-3%	-0.5%	-4%	i	11%	-0.4%	0%	11%	-7%	-1.2%
COC(=O)C1CCN(C(=O)c2sc3nc(-c4ccc(F)cc4)cn3c2C)CC1	i	-6%	-0.6%	-2%	i	-7%	1.1%	3%	-5%	14%	0.3%

Part of the list above, limited to Hsp90 Hop PPI and CRE Fsk mod.
canonical_smiles | Hsp90 Hop PPI | CRE Fsk mod
COc1cccc(-n2c(SCC(=O)Nc3cc(C)on3)nc3ccccc3c2=O)c1 | -1% | ?
CC(C)(C)NC(=O)[C@@H]1C[C@@H]2CCCC[C@@H]2CN1C[C@@H](O)[C@H](Cc1ccccc1)NC(=O)[C@H](CC(N)=O)NC(=O)c1ccc2ccccc2n1 | -2% | ?
COc1ccc(C2C(C(C)=O)=C(C)Nc3ncnn32)cc1OC (configuration not stated) | -4% | 0%
CCOC(=O)C1C(=O)NC(N2CCN(CC)CC2)=NC1c1ccccc1 (configuration not stated) | -3% | 8%

One compound at a time, as listed above. Screens in order: 4MU fluor	Pol III holo inh	HBB splice mod	Hsp90 Hop PPI	A350 fluor	UbGFP stabilizer	BRCT inh red	GFP derepression	15-hLO inh	CRE Fsk mod	BRCT inh green
Record of S=C([S-])NCCNC(=S)[S-].[Zn+2] → ·	0.4µM*	2.5%	16µM*	·	·	-26%	·	13µM*	-21%	0.3%
Record of COc1ccc(C(=O)Nc2ccc(S(=O)(=O)Nc3onc(C)c3C)cc2)cc1 → i	1%	·	-6%	i	3%	0.5%	1%	0%	-10%	0.1%
Record of CCN(CC)C(=O)CSc1nnc([C@H](CCSC)NC(=O)OC(C)(C)C)o1 → i	2%	2.2%[57.5 µM]	-2%	i	-2%	0.5%	-2%	0%	7%	1.0%
Record of CSCCC(=O)Nc1ccc(C(C)=O)cc1 → ·	-7%	0.7%	-4%	·	4%	-0.8%	2%	-10%	3%	-1.2%

Screens as filed in PubChem.
